PTHR1 agonist = agonists of human PTHR1 parathyroid hormone receptor; Potency, µM (top dose mostly 115 µM), without a hit: at the top dose activation, hits mostly activators; HEK293 GP2 PTHR1 cells, GloSensor cAMP luminescence, 1 h; AID 743266; actives 0.075% (n = 410,000); further: potency means the concentration at half of the fitted maximal effect; nearly all actives have a fitted effect of over 55% in size; some results filed as inactive show a strong effect at the top dose; inactives centre near -15; many of its hits are not listed in these tables
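HEK-293-derived GP2 cells expressing PTHR1 and a GloSensor cAMP reporter, 3,000/well, plated overnight, given luciferin plus IBMX (each 0.5 mM as added) for 1 h at 37 °C, then compound for 1 h at 37 °C. Luminescence was read after 15 min at room temperature.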
KB-V1 cytotox = kills drug-selected multidrug resistant KB-V1 cells; Potency, µM (highest dose often 46.1 µM), for the others: top-dose activity change, negative = cytotoxicity, hits mostly cytotoxic; actives 3.4% (n = 400,000); KB-V1 MDR cells viability, CellTiter-Glo, 72 h; further: potency means the concentration at half of the fitted maximal effect; on the % scale 0 is the no-effect control and ±100 the full control effect; nearly all actives have a fitted effect of over 60% in size
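KB-V1 cells (P-gp-expressing MDR subline of KB-3-1) in phenol-red-free DMEM with 10% FBS were exposed to library compounds over a concentration series for 72 h at 37 degrees C. Viability read by CellTiter-Glo luminescence; concentration-effect curves fitted after normalization.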
HEK293 tox = cytotoxicity in counter-screen for GLP-1R inverse agonists | HEK293 cAMP-luciferase reporter cells, luminescence, 24 h | Potency, µM (top dose mostly 38.3 µM), for inactives: at the top dose activity change, negative = inhibition, actives largely listed as inhibitors | actives 0.13% (n = 410,000) | AID 624418;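 further: loss of luciferase light is scored as toxicity; potency means the concentration at half of the fitted maximal effect; on the % scale 0 is the no-effect control and ±100 the full control effect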
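To flag toxic compounds, the library was rerun on cells for 24 hr at 37 deg C and 5% CO2. Viability-linked luminescence was captured 12 min after adding luciferase detection reagent.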
GLP-1R agonist = agonists of human GLP-1 receptor | actives 0.007% (n = 380,000) | Potency, µM (series often up to 45.6 µM), for inactives: top-dose activation, hits mostly activators | HEK293 GLP-1R CRE-luciferase, luminescence, 4-6 h; cells express a hypersensitive GLP-1R form; further: potency means the concentration at half of the fitted maximal effect; % of control where 0% means no effect
Target sequence (P43220 whole entry, looked up): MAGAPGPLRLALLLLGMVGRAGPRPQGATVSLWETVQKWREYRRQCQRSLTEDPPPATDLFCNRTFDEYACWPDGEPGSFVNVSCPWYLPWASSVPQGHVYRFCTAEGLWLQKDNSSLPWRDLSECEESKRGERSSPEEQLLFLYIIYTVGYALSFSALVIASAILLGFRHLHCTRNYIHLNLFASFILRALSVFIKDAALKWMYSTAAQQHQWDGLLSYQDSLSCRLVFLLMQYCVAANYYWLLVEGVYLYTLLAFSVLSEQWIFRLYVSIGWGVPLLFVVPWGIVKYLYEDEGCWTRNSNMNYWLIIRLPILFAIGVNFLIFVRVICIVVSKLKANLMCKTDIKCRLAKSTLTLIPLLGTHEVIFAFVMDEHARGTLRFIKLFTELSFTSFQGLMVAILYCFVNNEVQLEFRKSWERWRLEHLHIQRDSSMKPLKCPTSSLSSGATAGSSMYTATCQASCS
DRD3 agonist = activates the human D3 dopamine receptor. D3R DiscoveRx beta-arrestin cells, luminescence, 90 min. max activation, %. actives 0.58% (n = 410,000). AID 652048; in the data active means max activation above about 30%; further: 0% is about no effect; mostly tested at two doses, the higher about 12 µM
Target sequence (P35462 whole entry, looked up): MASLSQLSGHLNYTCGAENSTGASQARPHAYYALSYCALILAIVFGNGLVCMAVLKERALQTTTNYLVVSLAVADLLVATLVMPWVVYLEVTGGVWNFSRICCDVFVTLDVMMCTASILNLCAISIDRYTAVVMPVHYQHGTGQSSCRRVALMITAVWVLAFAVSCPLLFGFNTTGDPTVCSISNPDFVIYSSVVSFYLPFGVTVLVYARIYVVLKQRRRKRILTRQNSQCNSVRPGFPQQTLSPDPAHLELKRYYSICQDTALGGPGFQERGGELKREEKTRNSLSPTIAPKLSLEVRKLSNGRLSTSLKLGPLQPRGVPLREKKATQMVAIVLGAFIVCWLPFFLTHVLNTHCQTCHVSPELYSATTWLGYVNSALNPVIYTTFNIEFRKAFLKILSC
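Agonist-mode cell screen: cells plated at 1500/well and incubated overnight at 37 °C, then exposed to library compounds for 90 min at 37 °C. Detection reagent was added for 30–60 min at room temperature, and luminescence was read.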
aSyn yeast inh = alpha-synuclein toxicity inhibition in yeast. Yeast expressing alpha-synuclein, growth rescue, BacTiter-Glo, 24 h. Potency, µM (top dose mostly 46.1 µM), inactives show top-dose growth rescue (activation), actives largely listed as activators. actives 0.14% (n = 370,000); further: potency means the concentration at half of the fitted maximal effect; % of control where 0% means no effect; nearly all actives have a fitted effect of over 65% in size
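Rescue of yeast growth: cells expressing toxic alpha-synuclein, induced in galactose at OD600 0.02, incubated with compound 24 h at 30 C. ATP luminescence quantified growth; inhibitors of toxicity appear as activators.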
TDP43 rescue = rescues yeast growth from TDP-43 toxicity; TDP-43 expressing yeast growth rescue, BacTiter-Glo, 24 h; Potency, µM (highest dose often 46.1 µM), for the others: at the highest dose growth rescue (activation), hits mostly activators; actives 1.8% (n = 410,000); further: potency means the concentration at half of the fitted maximal effect; % of control where 0% means no effect; nearly all actives have a fitted effect of over 50% in size
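In this qHTS, compounds that restore growth of yeast expressing TDP-43 appear as activators. Cells (OD600=0.02, galactose medium, raffinose-pregrown) are incubated with compound 24 hr at 30 deg C and growth is quantified by BacTiter-Glo.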
DRD3 antagonist = blocks the human D3 dopamine receptor; D3R cells, DiscoveRx beta-arrestin luminescence, antagonist mode; active compounds read low; max response, negative = inhibition, %; AID 652054; actives 2.5% (n = 360,000); in the data active means max response below about -50%; inconclusive means no clear call, values can overlap the other calls; further: on the % scale 0 is the no-effect control and ±100 the full control effect; mostly tested at two doses, the higher about 12 µM
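Cells expressing the human receptor were seeded at 1500 cells/well, incubated overnight at 37 degrees C in 5% CO2, then exposed to library compounds with dopamine controls for 90 minutes at 37 degrees C before luminescent detection.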
GLP-1R inv ag = GLP-1 receptor (human) inverse agonism; P43220; HEK293 GLP-1R CRE-luciferase, luminescence, 24 h; GLP-1R form is constitutively active; Potency, µM (titrated, usually from 38.3 µM), for the others: at the highest dose activity change, negative = inhibition, usual class: inhibitors; actives 1.6% (n = 410,000); further: potency means the concentration at half of the fitted maximal effect; on the % scale 0 is the no-effect control and ±100 the full control effect; nearly all actives have a fitted effect of over 55% in size
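Cells are plated, allowed 12 hours at 37 deg C, then treated with compounds for 24 hr before luciferase detection reagent is added and luminescence is read after 12 min at room temperature. The HEK293 line carries constitutively active GLP-1R with a cAMP-responsive reporter.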
Active calls of the source: *; i = inactive; ? = inconclusive; . = no result given; [ ] = another dose, or the depositor's remark. Unless noted, the call rests on the fitted dose curve; in most records, active means well fitted curve in the direction sought with a large enough effect; inconclusive means small, poorly fitted or top-dose-only effect, or another doubt; inactive means no such curve, though single readings can be large; an effect the other way counts as inactive or inconclusive.

SMILES	PTHR1 agonist	KB-V1 cytotox	HEK293 tox	GLP-1R agonist	DRD3 agonist	aSyn yeast inh	TDP43 rescue	DRD3 antagonist	GLP-1R inv ag
Brc1ccc2[nH]cc(C=NN3CCCCCC3)c2c1	-16%	?	-4%	-5%	-14	3%	26%	-11	?
CCn1c(O)c(C=NCc2cccs2)c(=O)[nH]c1=O	-2%[57.5 µM]	1%	0%	-9%	2	0%	-1%	9	3%
COC(=O)C1=C(c2ccc(C(C)=O)cc2)C[C@@H]2CC[C@H]1N2C(=O)NCC1CC1	-33%	-7%	2%	-7%	-8	2%	11%	-14	3%
Cc1cccc(CCNCc2cc3ccc(C)cc3[nH]c2=O)c1	-19%	3%	1%	-2%	-16	2%	-18%	3	8%
CCOC(=O)c1sc(NC(=O)Nc2ccccc2)cc1C	-15%	?	?	-5%	-3	-10%	-18%	-5	?
O=C(COC(=O)c1cccc(NC(=O)c2ccc(Br)cc2)c1)c1ccc(Br)cc1	-32%[inhibitor]	-22%	-7%	.	3	.	19%	.	17%
Cc1c(N=Nc2c(O)[nH]c(=O)[nH]c2=O)c(=O)n(-c2ccccc2)n1C	-24%	22%	-22%	-6%	-8	0%	6%	-7	0%
CCC(=NCCO)c1c(O)n(-c2ccccc2)c(=O)[nH]c1=O	i	27%	16%	-17%	-8	2%	-5%	-10	7%
O=C(CCl)NCc1cc(-c2ccc(Cl)cc2)no1	-59%[inhibitor]	?	?	10%	2	-8%	10µM*	-13	?
O=C(/C=C/c1cccs1)c1cc(Cl)ccc1OC(=O)N1CCOCC1	i	-7%	5%	-8%	0	1%	23%	24	?
CC(C)C(=O)c1cn(Cc2ccc(C#N)cc2)c2ccccc12	-68%[inhibitor]	0%	-3%	2%	1	17%	?	?	?
CC(=O)O[C@H]1CC[C@]2(C)C3CC[C@@]4(C)C(C[C@@H](O)[C@@H]4O)C3[C@@H](OC(C)=O)C[C@H]2C1 (some centres not stated)	-5%	-2%	5%	-1%	2	-1%	-5%	0	6%
O=C(N/N=C/c1c(O)n(CCc2ccccc2)c(=O)[nH]c1=O)c1ccccc1	-5%	-10%	11%	0%	4	-1%	12%	4	5%
CCC(=O)[C@@H](C)[C@@H](O)[C@H](C)C[C@@H](C)C1OC(=O)C[C@@]2(O)CC=C(C)C(O2)C(C)=CCCC[C@H](O[C@H]2C[C@@H](OC(N)=O)[C@H](O)[C@@H](C)O2)C=C[C@H](C)C[C@H]1C (some centres not stated)	-92%	?	-23%	-3%	-10	-57%[inhibitor]	-49%[inhibitor]	10	-32%
Cc1cc(OCC(=O)N[C@@H](Cc2ccccc2)C(=O)O)c2c3c(c(=O)oc2c1)CCCC3	-27%	-13%	-4%	-6%	-1	9%	11%	-17	-1%
O=C1CCCC2=C1C(c1cccnc1)Nc1ccccc1N2 (configuration not stated)	i	20%	-16%	-5%	1	0%	3%	19	4%
CCn1cc(C(=O)N2CCOCC2)c2ccccc21	27%	-6%	2%	1%	0	-6%	-21%	-23	10%
COCCOC(=O)C1=C(N)OC(C)=C(C(=O)OC)C12C(=O)Nc1ccccc12 (configuration not stated)	i	13%	-29%	0%	0	10%	-22%	8	-1%
Nc1cc(N2CCNCC2)c([N+](=O)[O-])cc1Cl	i	29%	-12%	4%	-2	-4%	21%	-12	-2%
Oc1ccccc1-[n+]1c(-c2ccccc2)cc(-c2ccccc2)c(O)c1-c1ccccc1	-9%	3%	6%	-5%	-16	4%	5%	11	?
COc1cc(C)c(-c2nc(CN3C[C@@H]4C[C@@H](C3)c3cccc(=O)n3C4)c(C)o2)cc1C	-2%	-6%	-3%	7%	11	4%	9%	5	17%
Cc1nn(Cc2ccc(Cl)cc2Cl)c(Cl)c1C(=O)Nc1ccc(OC(F)F)cc1	-15%	?	-21%	5%	-2	-2%	18%	9	9%
CCOc1ccc(-c2cc(C)[n+](CCN(CC)CC)c(-c3ccc(OCC)cc3)c2)cc1	-40%[inhibitor]	22%	-13%	-2%	-13	0%	8%	3	?
CC1=C2[C@@H]3OC(=O)[C@H](C)C3CC[C@@]2(C)C=CC1=O (some centres not stated)	i	29%	-7%	-1%	0	-6%	16%	-10	10%
O=c1c2ccccc2nc(/C=C/c2ccccc2F)n1-c1cccc(O)c1	i	.	44%[activator]	.	3	.	9%	.	-15%
CC(C(=O)Nc1ccc(Br)cc1C(=O)c1ccccc1)N1CCCCC1 (configuration not stated)	-17%	-26%	10%	-5%	-6	.	8%	0	-1%
COc1ccc(OC)c(C(Nc2ccccc2)P(=O)(OC(C)C)OC(C)C)c1 (configuration not stated)	-24%	?	-23%	-4%	-11	13%	-18%	2	?
CC(C)CCOC(=O)c1c(N)n(CC2CCCO2)c2nc3ccccc3nc12 (configuration not stated)	-8%[57.5 µM]	?	182%[activator]	-2%	1	-1%	26%	20	?
CC12CCC(=O)C=C1CC(O)C1C2CCC2(C)C1CCC2(C)O (configuration not stated)	i	2%	5%	7%	-7	0%	-23%	-10	16%
Cc1nc2ccccc2c2c1C(=O)N(c1cccc(C(=O)O)c1)C2=O	0%	?	11%	-1%	6	?	-8%	33	6%

Three records picked at random from those above:
SMILES	PTHR1 agonist	KB-V1 cytotox	HEK293 tox	GLP-1R agonist	DRD3 agonist	aSyn yeast inh	TDP43 rescue	DRD3 antagonist	GLP-1R inv ag
CC(C(=O)Nc1ccc(Br)cc1C(=O)c1ccccc1)N1CCCCC1 (configuration not stated)	-17%	-26%	10%	-5%	-6	.	8%	0	-1%
Cc1nc2ccccc2c2c1C(=O)N(c1cccc(C(=O)O)c1)C2=O	0%	?	11%	-1%	6	?	-8%	33	6%
Cc1nn(Cc2ccc(Cl)cc2Cl)c(Cl)c1C(=O)Nc1ccc(OC(F)F)cc1	-15%	?	-21%	5%	-2	-2%	18%	9	9%

Further compounds:
SMILES	PTHR1 agonist	KB-V1 cytotox	HEK293 tox	GLP-1R agonist	DRD3 agonist	aSyn yeast inh	TDP43 rescue	DRD3 antagonist	GLP-1R inv ag
CC(=NCc1cccnc1)c1c(O)n(-c2ccccc2)c(=O)[nH]c1=O	i	1%	25%	-12%	-9	-4%	-14%	10	0%
CC[C@H]1CC2CN3CCc4c([nH]c5cc(OC)ccc45)[C@](C(=O)OC)(C2)[C@H]13	i	20%	2%	5%	12	8%	?	0	?
S=C(Nc1ccc(Br)cc1Cl)N1CCC2(CC1)OCCO2	-23%	?	12%	1%	2	8%	4%	2	?
Cc1ccc2nc(Cl)c3nnnn3c2c1	-36%[inhibitor]	?	?	-4%	-6	-20%	-84%[inhibitor]	-109*	-13%
CN1C(=O)C(=Cc2ccccc2OCc2ccc(Cl)cc2)C(=O)N(C)C1=O	-5%	-1%	-4%	8%	0	1%	-18%	15	12%
Cc1oc(-c2cccs2)nc1CSCC(=O)N1CCC2(CC1)OCCO2	-14%	10µM*	0%	3%	-5	-1%	-5%	-15	17%
CCN(CC)C(=O)c1ccc(NC(=O)Nc2ccccc2F)cc1	-28%	?	0%	2%	0	-57%[inhibitor]	-68%[inhibitor]	0	?
Cc1cc(C)c(C)c(S(=O)(=O)N2CCC(C(=O)N(C)Cc3nc4ccccc4c(=O)[nH]3)CC2)c1C	-83%[inhibitor]	23µM*	?	-46%[inhibitor]	-4	12%	14%	7	?
COCCCNC(=O)c1cc(C(=O)c2c(-c3c(Cl)cccc3Cl)noc2C)c[nH]1	8%[57.5 µM]	-14%	?	10%	-10	-1%	5%	11	?
Clc1cccc(-c2ccc(-c3nc4ccccn4c3NCc3ccccc3)cc2)c1	-2%	-27%	41%[activator]	1%	8	-48%[inhibitor]	-2%	22	?
COC(=O)C1=C(c2ccc(-c3ccccc3)c(F)c2)C[C@@H]2CC[C@H]1N2C(=O)N1CCC(C)CC1	-29%	?	15%	10%	-30	-8%	-25%	-25	?
Cc1ccc(S(=O)(=O)C(NC(=O)c2ccccc2)=C(Cl)Cl)cc1	-19%	?	?	12%	-15	6%	6%	?	?
O=C(O)[C@H]1NC[C@H]2C[C@H]21	i	28%	-3%	8%	2	1%	29%	21	-7%
CC1CCCN(CCCNC(=O)c2ccc3c(c2)N(Cc2cccc(Cl)c2)C(=O)c2ccccc2S3=O)C1 (configuration not stated)	-3%	0%	?	2%	-10	-1%	-6%	-117*	?
CCN(c1ccccc1)S(=O)(=O)c1cccc(C(=O)NCc2cccnc2)c1	i	0%	-26%	4%	5	-1%	11%	9	?
CCCN(CC#CCO)CCC	-6%	0%	1%	-14%	2	0%	0%	0	-2%
O=C(CN1CCCCC1)c1ccccc1F	-11%	?	-3%	-2%	3	-3%	19%	9	5%
Cn1c(O)c(/C=N/N2CCCCC2)c(=O)[nH]c1=O	i	13%	10%	-1%	-1	-2%	-3%	-12	8%
COC(=O)C1=C(c2ccc(OCc3ccccc3)cc2)C[C@@H]2CC[C@H]1N2C(=O)NCc1ccc2[nH]ccc2c1	i	15%	?	-1%	1	2%	3%	20	?
C=CCn1c(=O)c(C(=O)NCc2ccccc2)c(O)c2ccccc21	-13%	3%	1%	4%	7	2%	-53%[inhibitor]	63	?
Cc1cccc(-n2c(O)c(C=NCc3cccnc3)c(=O)[nH]c2=O)c1C	18%[57.5 µM]	0%	-5%	15%	10	-1%	-15%	-25	1%
COc1ccc(-n2c(=S)[nH]c3ccc(C)cc3c2=O)cc1	i	14%	1%	0%	6	-12%	20%	1	-10%
O=c1[nH]c(N2CCN(Cc3ccc4c(c3)OCO4)CC2)nc2c1CCC2	i	5%	2%	18%	-27	1%	12%	0	14%
CN1CC=C2C(C#N)=C(N)C(C#N)(C#N)C(c3ccncc3)C2C1 (configuration not stated)	i	?	129%[activator]	1%	-7	8%	-14%	-22	14%
CCN1CCN(Cc2ccccc2C)CC1	i	-8%	5%	6%	-13	-4%	-13%	-66*	1%

High-throughput results from PubChem BioAssay.

An excerpt; the hit share may differ from the screen's.
